Screening data (PubChem BioAssay)
RSV CPE inhibition: RSV antiviral activity via CPE protection, HEp-2 cells, primary 10 µM value included (AID 2391). actives 0.13% (n = 310,000). HEp-2 cells, RSV-induced CPE inhibition; higher % means a stronger effect. CPE inhibition, % at 10 µM; hits with a dose series show IC50 in µM; in the data active = a potency from the dose series; inconclusive = CPE inhibition mostly from about 23% at the one dose, without a potency; inactive = the rest, 99 in 100 with CPE inhibition below about 21%; note: strong numbers were not always called active
Myeloid diff MLP: compounds promoting myeloid differentiation; calls only at 10 µM; ER-HoxA9 myeloid progenitors, lysozyme-GFP differentiation, flow cytometry; AID 624256; actives 1% (n = 360,000);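 active = normalized GFP-positive differentiation at or above the plate's own cutoff, the solvent-only control mean plus 3 SD; inconclusive = no clear call, values can overlap the other calls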;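 note: cells exposed to compound for four days before flow analysis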
TNAP activation fold: stimulation of alkaline phosphatase TNAP activity – biochemical, luminescent, no phosphate acceptor, uHTS, primary screen (AID 1001) | purified TNAP, luminescent activation assay, no phosphate acceptor; higher activation fold means a stronger effect | activation fold at 20 µM, or EC50 in µM where a hit was titrated | actives 0.03% (n = 200,000); in the data active = activation fold from about 3, or a potency from the dose series; inactive = the rest, 99 in 100 with activation fold below about 1.6; note: many of its hits are not listed in these tables
PhoP inhibition: PhoP-dependent GFP reporter repression – Salmonella Typhimurium, primary screen (AID 1863). inhibition, % at 50 µM, or IC50 in µM where a hit was titrated. S. Typhimurium PhoP-regulated promoter GFP reporter, 4 h; higher % means a stronger effect. actives 0.16% (n = 300,000);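 active = inhibition over 29.93%, a cutoff 3 SD above the screen mean, later confirmed by dose response; inconclusive = inhibition over 29.93% but no dose response follow-up; inactive = inhibition at most 29.93% or unconfirmed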;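 note: 0% = low Mg2+ inducing control and 100% = high Mg2+ repressing control; strong numbers were not always called active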
K1F lysis inhibition: protection from phage-mediated lysis, alamar blue read-out – E. coli UTI89, K1F phage, bacterial capsule biogenesis inhibitors (AID 488966); actives 0.02% (n = 340,000); E. coli UTI89 K1F phage lysis, alamar blue, 2 h; higher % means a stronger effect; inhibition, % at 100 µM; hits with a dose series show IC50 in µM;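 active = phage lysis inhibition, versus mean bacterial control, above a set limit; inconclusive = no clear call, values can overlap the other calls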;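 note: capsule biogenesis inhibitors block K1F phage lysis so surviving cells raise fluorescence; higher fluorescence means more inhibition of phage lysis; actives were called in the ten point dose series up to 300 µM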
T cell HTS: T cell immune modulators affecting CD8 T cell-vesicle binding | 2C CD8+ T cell-vesicle binding, flow cytometry; stronger effect = lower value | calls only at 7 µM | actives 0.068% (n = 330,000) | AID 2052;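 active = response, share of CD8 T cells binding vesicles, and their 90th percentile fluorescence all below set limits, cut at about 80% in these data, passing the limit was not always enough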
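Assay system: 2C TCR transgenic mouse naive CD8+ T cells, MACS-purified | Read-out: CD8+ gate FL2 mean fluorescence as % of same-row positive control | Signal: High-throughput flow cytometry with anti-B7-1 and anti-CD8 staining | Timing: Binding step 1.5 h, 37 °C, antibody labelling 20 min, ice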
NTR1 agonist: agonists of NTR1, primary screen, imaging, U2OS cells, beta-arrestin-GFP, high content (AID 493036); NTR1-U2OS beta-arrestin-GFP spot imaging, agonist mode; activation, % at 20 µM; P30989; actives 0.17% (n = 330,000);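 active = activation at or above 40% of the spot to cytoplasm intensity ratio, with at least 20 cells analyzed; inconclusive = wells under 20 cells, flagged as cytotoxic or low count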;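 note: 0% = DMSO without peptide and 100% = 100 nM NTR1 peptide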
Target sequence (P30989 whole entry, looked up): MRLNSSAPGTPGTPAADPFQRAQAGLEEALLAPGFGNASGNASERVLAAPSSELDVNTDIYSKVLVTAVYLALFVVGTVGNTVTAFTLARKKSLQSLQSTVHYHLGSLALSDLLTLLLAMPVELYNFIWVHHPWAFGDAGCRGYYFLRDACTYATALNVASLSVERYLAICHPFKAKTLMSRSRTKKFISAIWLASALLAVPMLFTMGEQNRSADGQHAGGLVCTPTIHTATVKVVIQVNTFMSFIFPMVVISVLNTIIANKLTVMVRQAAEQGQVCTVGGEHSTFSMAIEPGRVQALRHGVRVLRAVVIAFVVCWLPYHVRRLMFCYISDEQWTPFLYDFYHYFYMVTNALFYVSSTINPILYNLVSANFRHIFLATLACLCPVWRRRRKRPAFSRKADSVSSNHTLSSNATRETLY
Large T inhibition: SV40 large T antigen inhibitors, biochemical (AID 1903). SV40 large T antigen ATPase/helicase inhibition assay; higher % means a stronger effect. inhibition, % at 20 µM, or IC50 in µM where a hit was titrated. actives 0.39% (n = 310,000); in the data active = a potency from the dose series; inconclusive = inhibition mostly from about 32% at the one dose, without a potency; inactive = the rest, 99 in 100 with inhibition below about 32%; note: strong numbers were not always called active
Rac1 GTP hydrolysis: MgcRacGAP GTPase-activating activity inhibitors, confirmation, biochemical, ADP Hunter fluorescence. MgcRacGAP-stimulated Rac1 GTP hydrolysis, ADP Hunter fluorescence; higher % means a stronger effect; GST-tagged Rac1 F28L mutant substrate. one-dose inhibition, % at 30 µM; IC50 in µM for titrated hits. actives 0.6% (n = 340,000). AID 624330;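 active = first-screen hits whose inhibition reached a set limit at any dose in the follow-up dose series; inconclusive = inhibition above the set first-screen limit but never retested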;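 note: fluorescence reports GDP produced by GAP-driven GTP hydrolysis; strong numbers were not always called active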
T cell HTS vesicle-bound %: further read-out of T cell HTS, marked with its call; double positive events, %; measured here: CD8+ vesicle-bound cell fraction;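 binding gate set so that unloaded-vesicle control wells show 10% double positive cells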
NTR1 agonist cell count 20 µM: recorded beside NTR1 agonist, whose call it bears; cell count; measured here: cell count, cytotoxicity flag
Myeloid diff MLP GFP+ MAC1+ %: recorded beside Myeloid diff MLP, whose call it bears; GFP+ MAC1+ double positive, %; measured here: differentiation confirmed by MAC1 staining
The depositor's hits bear a star; i = inactive; ? = inconclusive; nt = not tested or not shown; [ ] = remark or other dose.

The line under a structure holds: RSV CPE inhibition	Myeloid diff MLP	Myeloid diff MLP GFP+ MAC1+ %	TNAP activation fold	PhoP inhibition	K1F lysis inhibition	T cell HTS	T cell HTS vesicle-bound %	NTR1 agonist	NTR1 agonist cell count 20 µM	Large T inhibition	Rac1 GTP hydrolysis
#1 O=C(OCCCN=C1NS(=O)(=O)c2ccccc21)c1ccc([N+](=O)[O-])cc1
    0.5%	i	0.2	1	1%	1.2%	i	65	1.3	34	9%	4%
#2 C=CCn1c(O)c(C=Nc2ccc(Cc3ccncc3)cc2)c(=O)[nH]c1=S
    0.8%	i	0.8	1	-1%	0.1%	i	13	2.6	70	2%	7%
#3 O=C(c1cccs1)N1CCc2c([nH]c3ccccc23)C1c1ccccn1 (centres undefined)
    6.5%	i	0.6	1.1	1%	-0.2%	i	55	0.4	77	3%	-4%
#4 COc1ccc(CN(CC(=O)NCc2ccccc2)C(=O)CCC(=O)Nc2cc(C)ccn2)cc1
    -0.4%	i	1.1	nt	1%	0.1%	i	18	0.4	41	-1%	10%
#5 NC(=O)C1CCN(c2ncc(C(F)(F)F)cc2Cl)CC1
    2.1%	i	0.3	1.1	4%	0.5%	i	54	-1.8	50	6%	2%
#6 CCCC(=O)OCC(=O)Nc1cc(Cl)ccc1[N+](=O)[O-]
    0.6%	i	0.5	1	-7%	-0.1%	i	49	-0.8	69	4%	4%
#7 CC(Sc1ncnc2sccc12)C(=O)Nc1ccc(S(N)(=O)=O)cc1 (centres undefined)
    nt	i	1.1	nt	nt	-2.2%	i	37	3.4	56	nt	3%
#8 COc1ccc(C(=O)NC2CC2)cc1OC1CCN(Cc2ccc(Cl)cc2)CC1
    -1.5%	?	nt	nt	4%	-0.1%	i	31	0.0	55	10%	3%
#9 O=C(COC(=O)c1cc(=O)[nH]c2ccccc12)NCc1ccccc1
    nt	i	0.4	nt	nt	0.5%[50 µM]	i	30	-0.9	49	nt	3%
#10 CCCOc1ccc(C2=CSC3=NCCN23)cc1
    0.8%	i	0.5	nt	-5%	0.2%	i	56	0.0	58	9%	12%
#11 CCOC(=O)C1=C(C)NC(C)=C(C(=O)OCC)C1C(=O)OCC(=O)NC1CCCCC1
    nt	i	0.8	nt	nt	-3.2%	i	49	-0.5	50	nt	4%
#12 O=C(CSc1nnc2n1CCCCC2)Nc1ccc(N2CCOCC2)cc1
    0.2%	i	0.2	nt	-5%	0.0%	i	47	-0.3	67	13%	8%
#13 CCN(CC(=O)Nc1ccc(NC(C)=O)cc1)C(=O)/C=C/c1c(C)nn(-c2ccc(F)cc2)c1Cl
    nt	i	1.1	nt	nt	0.7%[50 µM]	nt	nt	1.0	80	nt	2%
#14 Cc1cccc(N2CCN(C(=O)c3cc(S(=O)(=O)N(C)C)ccc3N3CCCC3)CC2)c1C
    5.7%	i	1.1	1.1	-10%	0.3%	i	33	3.7	52	-2%	8%
#15 Cc1cccc(NC(=O)c2ccc(COc3ccc(Cl)cc3Cl)o2)n1
    -0.3%	i	1.3	1	-5%	-0.5%	i	14	2.3	88	-4%	-5%
#16 CC(C)(C)N1CC(C(=O)Nc2ccc(C#N)cc2)CC1=O (centres undefined)
    1.1%	i	0.3	nt	-2%	0.1%	i	51	0.2	82	11%	6%
#17 COc1cccc(C2CC(C(F)(F)F)n3nc(C(=O)Nc4c(C)n(C)n(-c5ccccc5)c4=O)cc3N2)c1 (centres undefined)
    3.8%	i	0.5	1.1	-2%	0.0%	i	24	0.5	50	3%	1%
#18 CC(=O)N(C)c1ccc(NCc2cc(=O)oc3cc(C)c(O)cc23)cc1
    15%	i	0.7	nt	14%	0.0%	i	11	0.5	78	9%	9%
#19 COC(=O)c1sc(C(C)(C)C)cc1CS(=O)(=O)c1ccccn1
    1.6%	i	0.6	nt	-3%	-3.0%	i	43	-0.4	51	6%	-13%
#20 CN1CCN(C(=O)c2ccc3c(c2)N(C)C(=O)/C(=C/c2cccc(Cl)c2)S3)CC1
    0.1%	i	0.0	nt	-6%	1.3%	i	36	-0.7	61	12%	5%
#21 c1cc2c(cc1Oc1nc(N3CCOCC3)nc(N3CCOCC3)n1)OCO2
    2.8%	i	0.8	1	-7%	1.1%	i	12	0.4	50	1%	9%
#22 O=C(Nc1ccccc1)c1ccc(-c2ccccc2C(F)(F)F)o1
    12%	i	0.6	1	3%	0.3%	i	8	7.1	98	14%	7%
#23 CC(=NC1CCCCC1)C1=C(O)c2ccccc2C1=O
    11%	i	6.0	1.1	nt	-0.2%	i	54	1.6	42	nt	2%
#24 Cc1onc(-c2ccccc2)c1C(=O)Nc1c(C)n(C)n(-c2ccccc2)c1=O
    1.8%	i	1.1	1.1	-14%	0.3%	i	48	0.0	50	1%	15%
#25 COc1ccc(S(=O)(=O)NC(C)C(=O)NCc2cccnc2)cc1C (centres undefined)
    -1.2%	i	0.6	nt	4%	0.9%[50 µM]	i	47	0.9	55	-5%	4%
#26 O=C1C(Cc2ccc(Br)cc2)SC(=Nc2ccccc2)N1c1ccccc1 (centres undefined)
    4.0%	i	0.4	1	-1%	3.7%	i	39	4.4	58	4%	7%
#27 O=S(=O)(c1ccccc1F)N1CCN(c2nc(-c3cccnc3)nc3ccccc23)CC1
    9.6%	i	0.4	nt	nt	0.1%[50 µM]	i	43	21	51	nt	4%
#28 CCc1ccc(NC(=O)CO/N=C(\C)c2cc3ccccc3o2)cc1
    1.3%	i	0.3	1	-3%	-0.1%	i	62	1.5	101	-1%	12%
#29 COc1cccc(OC)c1C(=O)Nc1ccc(NC(=O)c2ccco2)cc1
    2.0%	i	0.5	1.1	-6%	0.4%	i	21	-1.6	96	2%	3%
#30 Cc1c(C(=O)NNc2c(Cl)cccc2Cl)n(C)oc1=O
    nt	i	0.4	nt	-10%	0.6%	i	37	-0.4	48	20%	-5%

Six compounds picked at random from the list so far, as already listed:
The line under a structure holds: RSV CPE inhibition	Myeloid diff MLP	Myeloid diff MLP GFP+ MAC1+ %	TNAP activation fold	PhoP inhibition	K1F lysis inhibition	T cell HTS	T cell HTS vesicle-bound %	NTR1 agonist	NTR1 agonist cell count 20 µM	Large T inhibition	Rac1 GTP hydrolysis
#21 c1cc2c(cc1Oc1nc(N3CCOCC3)nc(N3CCOCC3)n1)OCO2
    2.8%	i	0.8	1	-7%	1.1%	i	12	0.4	50	1%	9%
#19 COC(=O)c1sc(C(C)(C)C)cc1CS(=O)(=O)c1ccccn1
    1.6%	i	0.6	nt	-3%	-3.0%	i	43	-0.4	51	6%	-13%
#9 O=C(COC(=O)c1cc(=O)[nH]c2ccccc12)NCc1ccccc1
    nt	i	0.4	nt	nt	0.5%[50 µM]	i	30	-0.9	49	nt	3%
#27 O=S(=O)(c1ccccc1F)N1CCN(c2nc(-c3cccnc3)nc3ccccc23)CC1
    9.6%	i	0.4	nt	nt	0.1%[50 µM]	i	43	21	51	nt	4%
#2 C=CCn1c(O)c(C=Nc2ccc(Cc3ccncc3)cc2)c(=O)[nH]c1=S
    0.8%	i	0.8	1	-1%	0.1%	i	13	2.6	70	2%	7%
#24 Cc1onc(-c2ccccc2)c1C(=O)Nc1c(C)n(C)n(-c2ccccc2)c1=O
    1.8%	i	1.1	1.1	-14%	0.3%	i	48	0.0	50	1%	15%

(more compounds)
The line under a structure holds: RSV CPE inhibition	Myeloid diff MLP	Myeloid diff MLP GFP+ MAC1+ %	TNAP activation fold	PhoP inhibition	K1F lysis inhibition	T cell HTS	T cell HTS vesicle-bound %	NTR1 agonist	NTR1 agonist cell count 20 µM	Large T inhibition	Rac1 GTP hydrolysis
#31 O=C(Nc1ccc(NC(=O)c2ccc(S(=O)(=O)c3ccccc3)cc2)cc1)c1ccccc1
    2.5%	i	0.6	1	4%	2.3%	i	24	-0.3	46	8%	12%
#32 O=C1NC(=O)C(CC(=O)N(Cc2cccs2)C2(C(=O)NC3CCCC3)CCCCC2)N1 (centres undefined)
    4.4%	i	0.0	1.1	-1%	-1.7%	i	11	1.1	33	1%	4%
#33 CN(O)/C=C1\C(=O)Nc2ccccc21
    0.5%	i	0.6	1.1	-4%	0.7%	i	62	0.0	46	23%	30%
#34 Cc1ccc([N+](=O)[O-])cc1S(=O)(=O)n1ccnc1C
    4.3%	i	0.5	1.1	0%	-1.3%	i	40	-0.5	96	7%	-1%
#35 Cc1ccc(OCCCn2c(=O)oc3ccccc32)cc1
    0.6%	i	1.2	1.1	-2%	0.7%	i	53	2.3	64	23%	-2%
#36 CCN1CCN(CC(=O)Nc2ccc3c(c2)OCO3)C(=O)C1=O
    -0.6%	i	2.3	1.1	9%	-1.7%	i	15	1.3	97	3%	-5%
#37 CC(Sc1nnc2ccccn12)C(=O)Nc1ccc(Cl)cn1 (centres undefined)
    4.5%	i	7.4	1.1	-2%	0.2%[50 µM]	i	47	0.3	51	26%	6%
#38 CSc1ccccc1C(=O)C1CCCN(C(=O)c2cncs2)C1 (centres undefined)
    -0.7%	i	0.4	nt	-1%	0.2%	i	21	-1.2	39	9%	12%
#39 COc1ccc(C(=O)Nc2cccc(-c3ccc4nncn4n3)c2)cc1
    3.6%	i	0.7	1.1	-2%	0.0%	i	29	-0.1	61	8%	10%
#40 O=C(O)CSCC(=O)N1CCCN(c2nccc(C(F)(F)F)n2)CC1
    1.1%	i	0.4	nt	-4%	0.3%	i	22	-0.8	87	29%	9%
#41 CCOc1ccc2nc(NC(=O)C3CCCO3)sc2c1 (centres undefined)
    2.7%	i	0.2	1.1	-5%	0.3%	i	32	0.1	58	23%	5%
#42 Cc1ccc(OCCC(=O)Nc2ccc(F)c(Cl)c2)cc1
    2.3%	i	0.6	1.7	-1%	5.7%	i	28	0.8	57	10%	6%
#43 O=C(Cn1cnnn1)NCc1ccccc1
    1.7%	nt	nt	nt	2%	0.3%	i	23	0.1	47	0%	2%
#44 O=C(NC1CCN(S(=O)(=O)c2ccccc2F)CC1)c1cccnc1
    1.1%	i	0.3	nt	3%	0.1%	i	28	-0.9	36	2%	6%
